PHOSPHO1 block = PubChem AID 1565 | inhibition, % at 13.3 µM | recombinant PHOSPHO1, absorbance phosphatase assay | actives 1.1% (n = 290,000); in the data active = inhibition above about 60%
Target sequence (Q8TCT1 whole entry, looked up): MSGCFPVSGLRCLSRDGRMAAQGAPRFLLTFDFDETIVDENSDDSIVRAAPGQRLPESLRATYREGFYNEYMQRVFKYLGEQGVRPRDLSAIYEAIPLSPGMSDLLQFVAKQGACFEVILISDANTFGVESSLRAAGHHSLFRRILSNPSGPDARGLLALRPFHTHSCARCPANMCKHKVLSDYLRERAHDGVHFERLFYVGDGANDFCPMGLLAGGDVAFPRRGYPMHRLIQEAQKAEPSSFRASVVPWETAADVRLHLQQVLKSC
IDE inh = human IDE inhibitors in live cells, primary screen, fluorescence polarization, HEK cells, FAbetaB substrate | AID 434962, 2010 | actives 0.41% (n = 320,000) | FAbetaB cleavage | Insulin-degrading enzyme (Homo sapiens), P14735 | inhibition, % at 5.59 µM;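 active = percent inhibition above the average of all tested compounds plus 3 SD, set per screening campaign, cut at about 16% in these data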;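 also: IDE supplied by intact live HEK cells; FP after avidin binding of uncleaved biotin substrate so inhibition keeps polarization high; 0% = DMSO wells and 100% = 60 µM reference IDE inhibitor Ii1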
CHRM4 PAM = human M4 muscarinic receptor positive allosteric modulators, primary screen, CHO-K1 cells, Fluo-8 calcium fluorescence; Muscarinic acetylcholine receptor M4 (Homo sapiens), P08173; CHO-K1 hM4/Gqi5, ACh EC20; 0% = ACh EC20, 100% = maximal ACh; activation, % at 3 µM; actives 0.4% (n = 360,000);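 active = activation above its plate's cutoff, the mean activation of sample wells plus 3 SD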; also: some results filed as inactive read as strong as hits
p-CIP stab down = p/CIP-EGFP fusion destabilizers, primary screen, fluorescence, F442A cells. AID 1984, 2009. actives 0.01% (n = 290,000). Q05BA5. 16 h. decrease of EGFP signal, % at 10 µM;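 active = EGFP signal decrease of at least 30% at 10 µM or well 3 SD below plate mean, unless failing retest; inactive = the rest, including hits failing retest or dose response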; also: some compounds called inactive have numbers as strong as hits; many of its hits are not listed in these tables
MEKK3 PB1 HTS = modulators of MEKK3-MEK5 PB1 binding, primary screen, biochemical, wildtype MEKK3, multiplex bead flow cytometry, Alexa488-MEK5; Mitogen-activated protein kinase kinase kinase 3 (Homo sapiens), Q99759; bead-based flow cytometry, Alexa488-MEK5 binding to MEKK3; actives lie on both sides; 0 = blocked by unlabeled MEK5, 100 = vehicle; binding response (% of control), % at 10 µM; actives 1.4% (n = 290,000);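 active = binding response more than 3 SD above or below the average of its plate-row segment, actives on both sides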;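 also: Alexa488 bead fluorescence after subtracting the streptavidin-only scavenger bead signal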
Target sequence (Q99759 whole entry, looked up): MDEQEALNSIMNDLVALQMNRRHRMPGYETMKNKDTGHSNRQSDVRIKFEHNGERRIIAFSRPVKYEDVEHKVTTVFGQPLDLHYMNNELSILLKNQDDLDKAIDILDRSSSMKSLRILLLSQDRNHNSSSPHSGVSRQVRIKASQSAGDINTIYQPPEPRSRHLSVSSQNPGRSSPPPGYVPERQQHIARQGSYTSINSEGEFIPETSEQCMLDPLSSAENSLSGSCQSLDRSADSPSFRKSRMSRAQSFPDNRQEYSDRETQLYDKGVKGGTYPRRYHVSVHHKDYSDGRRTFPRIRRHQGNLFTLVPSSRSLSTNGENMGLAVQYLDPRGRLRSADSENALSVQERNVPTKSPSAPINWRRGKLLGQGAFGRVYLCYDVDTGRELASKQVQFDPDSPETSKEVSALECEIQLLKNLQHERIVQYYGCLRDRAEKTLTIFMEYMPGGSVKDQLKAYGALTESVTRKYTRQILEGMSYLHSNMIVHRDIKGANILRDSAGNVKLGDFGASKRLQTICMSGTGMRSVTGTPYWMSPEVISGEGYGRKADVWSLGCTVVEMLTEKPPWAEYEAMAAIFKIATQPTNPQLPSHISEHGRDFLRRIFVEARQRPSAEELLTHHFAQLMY
CRFBP-R2 agonist = agonists of CRF-BP/CRF-R2 complex, primary screen, cell-based, HEK293, calcium dye fluorescence, uHTS; CRF-binding protein / CRF receptor 2 complex (human); AID 588473, 2011; activation, % at 13.2 µM; actives 0.46% (n = 350,000); calcium dye fluorescence (FLIPR); percent of saturating CRF peptide response;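 active = activation of at least 50%, plus an integration ratio under a set limit after plate pattern correction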;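 also: plate controls were neutral control wells without compound for no effect and CRF at EC100 for full effect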
GalR3 antag = GalR3 antagonists in HEK293 cells, primary screen, cell-based, fluorescence readout; Galanin receptor type 3 (Homo sapiens), O60755; HEK293 GalR3-CNG cAMP membrane potential fluorescence; galR3 body fused to GalR1 C-terminus; inhibition, % at 3 µM; actives 0.44% (n = 360,000); AID 651719, 2012;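 active = inhibition above the screen-wide average plus 3 SD, cut at about 13% in these data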;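 also: forskolin and galanin both at EC90 stimulate the cells; cAMP rise reported by CNG channel membrane potential dye signal; 0% = forskolin plus galanin with DMSO and 100% = forskolin alone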
CRFR2-BP antag = antagonists of CRF-BP/CRF-R2 complex, primary screen, cell-based, HEK293, calcium dye fluorescence, uHTS; CRF-induced calcium fluorescence; inhibition, % at 11.8 µM; actives 0.59% (n = 350,000); AID 588475, 2011;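 active = inhibition of the ligand-induced calcium signal above about 50% at the single tested concentration, limit read from the data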
IDE cell activ = human IDE activators in live cells, primary screen, fluorescence polarization, HEK cells, FAbeta-B substrate; Insulin-degrading enzyme (Homo sapiens), P14735; FAbeta-B cleavage; 0% vehicle, 100% cell-free pure enzyme wells; activation, % at 5.96 µM; actives 0.073% (n = 340,000);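 active = activation above the mean of all tested compounds plus 3 SD, set per screening campaign, cut at about 17% in these data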
Starred values were filed as active, the others as inactive; . = not tested or not shown.

PHOSPHO1 block	IDE inh	CHRM4 PAM	p-CIP stab down	MEKK3 PB1 HTS	CRFBP-R2 agonist	GalR3 antag	CRFR2-BP antag	IDE cell activ	smiles
-2	-1	-2	17	97	0.9	-1	-20	0	CCNc1nc(Cl)nc(NNC(=O)C(C)Oc2ccccc2)n1 (stereo unspecified)
-25	8	1	20	101	-1.0	-2	10	.	Cc1ccccc1NC(=O)c1c(C)[nH]c(=S)c(C#N)c1-c1ccc(Cl)cc1
39	-1	-8	-24	99	-0.5	-9	11	1	NC(=O)c1cc(Cl)ccc1OCC(=O)N1CCCc2ccccc21
-27	-1	-2	-10	88	-0.2	2	24	-3	Cc1ccc(S(=O)(=O)C2(C(=O)NC3CCCC3)CC2)cc1
2	3	28	-3	56	-0.8	-4	5	3	CC(C)(ONC(=O)Nc1ccccc1Cl)C(=O)O
3	2	-3	-8	93	-0.8	-7	17	7	c1ccc(CSc2nnc(-c3ccccn3)n2-c2ccccc2)cc1
14	6	0	-13	103	1.2	-9	-7	-2	Cc1cc2[nH]c(=O)cc(-c3ccccc3)n2n1
.	0	-5	-16	110	-0.2	-7	-9	0	CC1=C(C(=O)OCc2ccccc2)C(c2ccc(Cl)cc2)NC(=O)N1C (stereo unspecified)
23	0	4	-22	98	1.5	-6	3	5	O=C1CN(C(=O)c2cc(F)cc(F)c2)c2ccccc2N1
.	-4	4	.	.	-2.1	2	2	11	CC(c1ccncc1)C(C)c1ccncc1 (stereo unspecified)
.	5	2	.	104	19	-9	-11	0	COc1ccc(OC)c(Nc2cc3ccccc3c(=O)[nH]2)c1
-2	1	0	-2	107	-1.8	1	15	-1	Cn1c(NC(=O)c2cccc(C(F)(F)F)c2)cc(=O)n(C)c1=O
8	-2	8	-7	104	0.3	-6	-8	-3	Cc1ccc(S(=O)(=O)NCCC(=O)Nc2ccc(S(=O)(=O)NC(C)C)cc2)cc1
3	2	-5	0	98	0.6	-2	-20	5	Cc1nn(-c2ccccc2)c(Cl)c1/C=N/NC(=O)c1ccco1
32	-7	-4	-8	103	-0.5	-9	-1	9	O=C(c1cc(-c2ccc(Br)cc2)on1)N1CCOCC1

Profiles, looked up by structure. Order of screens: PHOSPHO1 block | IDE inh | CHRM4 PAM | p-CIP stab down | MEKK3 PB1 HTS | CRFBP-R2 agonist | GalR3 antag | CRFR2-BP antag | IDE cell activ
`Cc1ccccc1NC(=O)c1c(C)[nH]c(=S)c(C#N)c1-c1ccc(Cl)cc1` across the screens: -25 | 8 | 1 | 20 | 101 | -1.0 | -2 | 10 | .
`O=C(c1cc(-c2ccc(Br)cc2)on1)N1CCOCC1` across the screens: 32 | -7 | -4 | -8 | 103 | -0.5 | -9 | -1 | 9
`CC1=C(C(=O)OCc2ccccc2)C(c2ccc(Cl)cc2)NC(=O)N1C` (stereo unspecified) across the screens: . | 0 | -5 | -16 | 110 | -0.2 | -7 | -9 | 0
`COc1ccc(OC)c(Nc2cc3ccccc3c(=O)[nH]2)c1` across the screens: . | 5 | 2 | . | 104 | 19 | -9 | -11 | 0
`Cc1ccc(S(=O)(=O)NCCC(=O)Nc2ccc(S(=O)(=O)NC(C)C)cc2)cc1` across the screens: 8 | -2 | 8 | -7 | 104 | 0.3 | -6 | -8 | -3

Continuation.
PHOSPHO1 block	IDE inh	CHRM4 PAM	p-CIP stab down	MEKK3 PB1 HTS	CRFBP-R2 agonist	GalR3 antag	CRFR2-BP antag	IDE cell activ	smiles
-1	0	-10	1	102	19	-5	-14	-2	Cc1nn(Cc2c(F)c(F)c(F)c(F)c2F)c(C)c1NC(=O)c1ccc(COc2cc(Cl)ccc2Cl)cc1
18	2	0	-5	102	-2.2	2	3	1	CC(=O)c1ccc(N2CCN(C(=O)c3cc4c(C)nc5ccccc5c4o3)CC2)cc1
-28	9	-5	-8	98	0.4	-9	-6	-4	Cc1ccc(/C=N/n2c(C3CCCCC3)n[nH]c2=S)cc1
.	.	-1	.	.	-0.7	-6	0	1	COc1ccc(-c2coc(CCC(=O)N3CCN(c4cc(C)ccc4C)CC3)n2)cc1
34	4	-1	3	104	3.1	0	-1	9	N/C(=N\OC(=O)c1cccs1)c1cccc(Br)c1
29	2	3	-15	96	3.9	4	22	2	COc1cc(NC(=O)CSc2ncnc3c2cnn3Cc2ccccc2)cc(OC)c1
23	1	-7	6	105	0.5	-5	-44	0	CC(C)OC(=O)CSc1nc(Cc2ccccc2)nc2ccccc12
.	4	-1	.	.	-0.8	0	3	.	CCOC(=O)/C(C#N)=N/Nc1ccc(S(=O)(=O)Nc2cc(OC)nc(OC)n2)cc1
-3	-3	-8	-9	102	-0.5	13*	19	0	COc1ccc(-c2nc(C#N)c(NCc3ccc(F)cc3)o2)cc1OC
13	6	5	2	92	0.9	-2	-1	-2	CC(Sc1nnc(-c2cccs2)n1-c1ccccc1)C(=O)NCc1ccc2c(c1)OCO2 (stereo unspecified)
-15	2	13	2	99	0.5	-5	-16	-3	NS(=O)(=O)c1cccc(NC(=O)COC(=O)CC2CC3CCC2C3)c1 (stereo unspecified)
-3	1	1	2	98	-0.8	.	-1	8	CCN1CCN(CCCNC(=O)c2cn(CCOC)c(=O)c3c2c2ccccc2n3C)CC1
-14	-1	-2	1	100	1.2	0	2	1	COC(=O)c1ccccc1NC(=O)Cn1nc(C(F)(F)F)c2c1CCC2
19	-5	12	-2	84	3.5	-6	-10	-6	CN(C)C1=C(Cl)C(=O)N(c2ccc(Cl)c(Cl)c2)C1=O
14	0	0	6	98	0.2	-11	-26	0	CN(Cc1ccccc1)c1nc2c(c(=O)[nH]c(=O)n2C)n1Cc1ccccc1F
-43	-3	12	2	98	1.0	-5	-3	2	CCOC(=O)C1CCN(C(=O)c2cccc(NS(=O)(=O)c3ccc(F)c(F)c3)c2)CC1
-7	-1	4	-24	92	1.3	-1	1	10	CCS(=O)(=O)N1CCCC(C(=O)NCc2ccccc2Cl)C1 (stereo unspecified)
39	1	2	-4	86	-2.1	-5	5	-1	O=C(c1nc2ccccn2c1CN1CCN(c2ccccc2O)CC1)N1CCCC1
48	1	-3	8	102	-1.7	-1	11	2	CCOC(=O)N1CCN(C(=O)C2CCC(=O)N(Cc3cccc(C(F)(F)F)c3)C2)CC1 (stereo unspecified)
45	-1	3	3	95	0.9	-7	0	4	CC(OC(=O)c1ccco1)C(=O)NC1CCCC1 (stereo unspecified)
6	8	3	3	100	2.8	-5	1	0	CCOC(=O)N1CCC(NC(=O)c2cc(C(=O)NCC(OC)OC)ccc2CO)CC1
-11	-3	0	-3	114	2.1	-1	16	2	CC1CCc2nc3ccc(S(=O)(=O)N4CCC(C(=O)N5CCCCC5)CC4)cc3c(C(=O)O)c2C1 (stereo unspecified)
1	-2	-5	8	98	-2.7	-5	2	-5	Cc1ccc(NC(=O)COC(=O)C2CC2C)c(S(=O)(=O)N2CCCCC2)c1 (stereo unspecified)
30	4	7	-4	101	-1.2	1	9	8	NNc1ccc(S(=O)(=O)N2CCCCC2)cn1
15	0	2	11	104	-0.3	2	-6	4	COc1ccc(-c2nnc3ccc(SCC(=O)N4CCCC4)nn23)cc1
19	0	-3	-1	92	-2.7	-8	-16	0	COCCSc1nc2c(c(=O)[nH]c(=O)n2C)n1CCCc1ccccc1
-86	.	.	-19	107	.	-4	.	.	O=C(Sc1cccc2cccnc12)c1ccc(F)cc1
20	9	-6	-9	95	-7.3	-2	1	-2	COc1ccc(C(=O)Nc2cnn(Cc3c(F)cccc3Cl)c2)cc1OC
1	-4	-9	-15	103	-0.6	2	-8	5	CC(=O)Cc1nsc(NC(=O)c2ccc(COc3ccc(C)cc3)o2)n1
23	5	8	6	96	-1.9	-5	2	4	CCC(=O)NNc1cc(=O)c2c(=O)n(C)c(=O)n(C)c2[nH]1
-21	1	1	3	105	-1.1	9	-8	-1	COc1ccc(/C=C/C2=CC(C)(C)NC(=S)N2)cc1OC
.	2	3	.	.	-1.9	-4	8	8	Cc1nc(-c2ccc(F)cc2)c(CC(=O)N(C)CC(=O)Nc2ccccc2Cl)s1
1	2	13	-11	95	0.5	-2	4	11	Cc1cc(NC(=O)CCC(=O)N(CCC(C)C)CC(=O)NCC2CCCO2)no1 (stereo unspecified)
13	.	-2	-2	101	111*	-6	37	7	CCCCC(=O)NC(=S)NNC(=O)c1ccc(Cl)cc1Cl
.	2	9	.	98	-2.6	-6	-10	-2	CCN(CC)C(=O)Cn1c(=O)n(Cc2ccccc2Cl)c2c1c(=O)n(C)c(=O)n2C
9	1	7	-19	101	0.1	-3	1	2	COc1cc(C(=O)NCC(=O)NC(C)CCc2ccccc2)cc(OC)c1OC (stereo unspecified)
34	7	6	-16	108	1.5	-1	15	5	CN1C(=O)CC(Sc2ccccc2C(=O)O)C1=O (stereo unspecified)
-14	-4	-1	-5	94	0.9	0	11	3	CC(/C=N/NC(=O)CN1CCN(Cc2ccc(Cl)cc2)CC1)=C\c1ccco1
.	-1	1	.	.	-0.9	-5	3	8	O=C(COC(=O)Cc1ccc(F)cc1)Nc1ccc(Cl)cn1
35	1	-2	2	109	-0.7	-2	-19	3	Fc1ccc(-c2nnc(SCc3ncc(-c4ccccc4)o3)n2CC2CCCO2)cc1 (stereo unspecified)
8	-3	1	-23	102	-0.4	-3	-5	-2	CC(=O)N1C(=S)NC(=O)/C1=C1/C(=O)N(CC(=O)Nc2cccc(C)c2)c2ccccc21
40	5	6	-20	101	-1.1	-11	5	1	CCc1ccccc1NC(=O)CSc1nnc(CNC(=O)c2ccco2)n1C
12	0	-3	-3	94	-1.5	-6	16	0	CCCc1nc2scc(-c3ccc(C)cc3)c2c(=O)n1N
51	0	-4	2	100	-0.3	-3	-4	-5	CC1SCC(NC(=O)c2cccc(Cl)c2)CS1 (stereo unspecified)
23	0	5	-2	98	0.7	-1	2	2	c1ccc2[nH]c(NN=C3CCCCCC3)nc2c1
-11	0	6	0	89	0.6	-2	5	0	CC1(C)CC(=O)C2=C(C1)NC(=O)CC2c1ccc(N(CCC#N)CCC#N)cc1 (stereo unspecified)
11	7	-12	-7	99	0.0	-7	-4	-11	COc1ccccc1N1CCN(c2ccnc3cc(Cl)ccc23)CC1
18	4	4	-10	97	-1.0	2	-20	1	Cc1ccc(NC(=O)c2cccc3c2C(=O)N(C2CCCCC2)C3)cc1
10	3	-10	-32	98	-5.7	1	32	-3	COC(=O)c1ccc(CSc2ccc3nnc(-c4cccc(F)c4)n3n2)o1
19	5	-5	2	93	-1.6	0	8	1	CN1CCN(/C=N/c2c(C#N)cnn2C)CC1
26	4	1	1	99	0.6	-3	-2	-1	CCCc1nnc(NC(=O)CCC(=O)N2CCN(Cc3ccc(F)cc3)CC2)s1
-11	2	-6	0	106	-0.9	-5	20	0	O=C(Oc1ccc(C(=S)N2CCC(O)CC2)cc1)c1ccc(Cl)cc1
5	6	5	-16	90	-3.1	-3	-4	0	Cc1ccc(N2CCCCn3c2nc2c3c(=O)[nH]c(=O)n2C)cc1

Screens: PubChem, several laboratories
